Screens (PubChem)
EPAC1 antag – blocks human EPAC1 exchange factor | EPAC1 GEF assay, Rap1b-BODIPY-GDP exchange fluorescence | AID 720709 | O95398 | 0.14% of 360,000 active | Potency, µM (doses to about 115 µM), inactives show at the highest dose activity change, negative = inhibition, usual class: inhibitors;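 also: potency is read from the fitted curve at half-maximal effect; plate controls were vehicle for no effect and positive control for full effect; nearly all actives have a fitted effect of over 50% in size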
Target sequence (O95398 whole entry, looked up): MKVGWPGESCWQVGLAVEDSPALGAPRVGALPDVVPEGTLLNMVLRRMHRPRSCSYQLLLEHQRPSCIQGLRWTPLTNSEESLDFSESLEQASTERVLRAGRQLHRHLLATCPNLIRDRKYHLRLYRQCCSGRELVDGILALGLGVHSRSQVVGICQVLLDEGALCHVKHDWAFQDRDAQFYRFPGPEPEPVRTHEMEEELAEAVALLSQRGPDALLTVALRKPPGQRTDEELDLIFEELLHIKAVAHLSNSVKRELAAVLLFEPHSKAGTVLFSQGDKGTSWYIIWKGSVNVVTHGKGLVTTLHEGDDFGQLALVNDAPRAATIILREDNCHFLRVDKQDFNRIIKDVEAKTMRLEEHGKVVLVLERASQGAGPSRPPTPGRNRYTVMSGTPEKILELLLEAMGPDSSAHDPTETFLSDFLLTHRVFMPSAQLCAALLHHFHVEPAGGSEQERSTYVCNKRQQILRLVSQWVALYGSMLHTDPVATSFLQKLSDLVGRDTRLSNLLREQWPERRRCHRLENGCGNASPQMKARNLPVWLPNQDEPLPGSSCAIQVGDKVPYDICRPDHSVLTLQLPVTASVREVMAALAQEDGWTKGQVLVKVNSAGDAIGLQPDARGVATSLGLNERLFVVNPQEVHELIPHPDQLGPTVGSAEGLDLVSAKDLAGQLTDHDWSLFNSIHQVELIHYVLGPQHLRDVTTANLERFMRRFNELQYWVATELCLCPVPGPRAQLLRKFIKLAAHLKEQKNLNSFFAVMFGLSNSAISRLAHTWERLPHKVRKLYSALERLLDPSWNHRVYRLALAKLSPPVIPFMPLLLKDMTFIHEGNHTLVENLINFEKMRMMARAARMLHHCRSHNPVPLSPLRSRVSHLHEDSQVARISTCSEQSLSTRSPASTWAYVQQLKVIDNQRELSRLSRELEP
CCT chaperon mod – modulators of cytosolic chaperonin (CCT/TRiC) activity; purified chaperonin ATPase assay, HTRF ADP detection, 30 min; 0.3% of 360,000 active; activity change, % (no concentration beside the values), hits read low; in the data active = activity change below about -30%; also: % is scaled to controls: 0 for no effect and ±100 for the full control effect
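Nucleotide hydrolysis assay: TRiC at 20–40 nM final (set by batch activity) with 10 uM ATP, 30 min at 37 °C, in presence of 76 uM compound. Detection by competitive ADP HTRF, 30 min ambient.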
EPAC1 ag – EPAC1 (human) agonism. Potency, µM (titrated, usually from 154 µM), for inactives: top-dose activation, most hits filed as activators. 0.073% of 360,000 active. EPAC1 agonist qHTS, biochemical assay; response scale: 100% = response to 6.5 mM cAMP. O95398. AID 720707; also: potency is read from the fitted curve at half-maximal effect; nearly all actives have a fitted effect of over 60% in size
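Read-out is the fluorescence drop as BODIPY-GDP leaves Rap1B (480 nm excitation, 540 nm emission), recorded every 5 minutes over 30 minutes. Reactions held 100 nM EPAC1, 250 nM Rap1B–BODIPY-GDP and 50 uM GDP, with 6.5 mM cAMP setting full activation.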
EPAC2 antag – blocks human EPAC2 exchange factor; Q8WZA2; EPAC2 GEF exchange of Rap1B-BODIPY-GDP, fluorescence; Potency, µM (series often up to 114 µM), for the others: at the highest dose activity, negative = inhibition, hits mostly inhibitors; 0.18% of 360,000 active; AID 720708; also: potency is read from the fitted curve at half-maximal effect; % is scaled to controls: 0 for no effect and ±100 for the full control effect; nearly all actives have a fitted effect of over 45% in size; many of its hits are not listed in these tables
Mm-Cpn inhibitor – M. maripaludis TRiC chaperonin inhibition | 0.031% of 330,000 active | Potency, µM (top dose mostly 76.9 µM), without a hit: top-dose activity, negative = inhibition, most hits filed as inhibitors | purified Mm-Cpn ATPase, ADP Transcreener TR-FRET | AID 504842; also: potency is read from the fitted curve at half-maximal effect; % is scaled to controls: 0 for no effect and ±100 for the full control effect; nearly all actives have a fitted effect of over 80% in size
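Quantitative HTS used 25 nM Mm-CPN and 10 uM ATP in magnesium/KCl Tris buffer, pH 7.4, with 1 mM DTT. Hydrolysis ran 30 min at 37°C; ADP was read by HTRF.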
PLK1 PBD inh – inhibitors of human PLK1 polo-box domain binding; P53350; Plk1 PBD binding of FITC phosphopeptide, fluorescence polarization; 2.8% of 360,000 active; Potency, µM, for inactives: max response, negative = inhibition, usual class: inhibitors; AID 720504; also: potency is read from the fitted curve at half-maximal effect; series mostly up to about 57 µM; % is scaled to controls: 0 for no effect and ±100 for the full control effect; nearly all actives have a fitted effect of over 65% in size
WRN helicase inh – inhibitors of human WRN helicase. AID 651768. 0.46% of 360,000 active. Potency, µM (series often up to 114 µM), for the others: at the top dose activity change, negative = inhibition, usual class: inhibitors. WRN helicase unwinding, fluorescent forked duplex, kinetic; also: potency is read from the fitted curve at half-maximal effect; % is scaled to controls: 0 for no effect and ±100 for the full control effect; nearly all actives have a fitted effect of over 55% in size
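WRN at 20 nM final was preincubated with compound for 15 min at room temperature; reaction started with 100 nM forked duplex oligonucleotide carrying fluorophore and quencher plus 2 mM ATP (final). Unwinding followed kinetically by red fluorescence (ex 525/em 598 nm).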
PI5P4K alpha inh – inhibitors of human PI5P4K alpha | 1.2% of 330,000 active | P48426 | max response, % | PI5P4Kalpha enzyme, ADP-Glo luminescence, 60 min; stronger effect = lower value; active = max response of -50% or lower; inconclusive = between -30% and -50%; inactive = -30% or higher; also: value at the top dose of about 77 µM; % is scaled to controls: 0 for no effect and ±100 for the full control effect
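Single end-point luminescence (ADP-Glo) quantified ADP from PI5P4Kalpha turnover; ATP 5 microM final, 1 h at RT, 0.1% CHAPS and 0.28 mM EGTA in HEPES pH 7.4.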
Active calls of the source: *; ? = inconclusive; / = not tested or not shown; & = joins results of further samples; [ ] = remark or other dose. Unless noted, calls follow the shape of the dose curve; as a rule, active = well fitted curve in the direction sought with a large enough effect; inconclusive = small, poorly fitted or top-dose-only effect, or another doubt; inactive = no such curve, though single readings can be large; an effect the other way counts as inactive or inconclusive. An excerpt; rates above refer to the full screens.

SMILES | EPAC1 antag | CCT chaperon mod | EPAC1 ag | EPAC2 antag | Mm-Cpn inhibitor | PLK1 PBD inh | WRN helicase inh | PI5P4K alpha inh
CC(C)C[C@H]1CNC(=S)N1C[C@H]1CCCN1C[C@H](Cc1ccc(O)cc1)N1C[C@H](Cc2ccccc2)N(CC2CCCCCC2)C1=S | -16% | 0.2 | -7% | 9% | / | 1% | -9% | -8
CCCNC(=O)C1(C)CCCN(C(=O)c2ccc(C)c(F)c2)C1 (stereo not given) | -5% | 3.0 | 7% | 5% | / | 1% | -4% | 6
COC(=O)c1c(-n2c(C)cc(C=O)c2C)sc2c1CCCC2 | -1% | 2.9 | 2% | -1% | -10% | -4% | -7% | /
CCC(=O)c1ccc(OCC(=O)N(CC)CC2COc3ccccc3O2)cc1 (stereo not given) | 6% | 0.8 | -2% | 13% | -2% | 0% | -17% | -1
COc1ccccc1OCC(O)CN1CCN(CC(=O)Nc2c(C)cccc2C)CC1 (stereo not given) | -3%&-3% | -1.8&-3.8 | -1%&-24% | 7%&1% | -9% | -14%&-16% | 10%&-1% | -3&-2
CCCCc1nnc(SCC(=O)NC2CCCCC2)n1C | -6% | 0.0 | 6% | 12% | -2% | -12% | 1% | 0
CN1CCCC(CN2c3ccccc3Sc3ccccc32)C1 (stereo not given) | -8% | 1.6 | -5% | -8% | 1% | -7% | -1% | 13
CN1CCN(CC(=O)Nc2ccccc2C(F)(F)F)CC1 | 3% | -1.8 | -6% | 3% | -2% | 5% | 13% | -8
CC(C)(C)OC(=O)N1CCCN(C(=O)Nc2cccc(Cl)c2)CC1 | 22% | -5.6 | 10% | -5% | 2% | -8% | -16% | 4
COCCn1c(SCC(=O)NC(=O)NC(C)(C)C)nc2ccccc21 | 4% | 0.4 | 0% | -5% | 1% | 0% | 2% | /
COCCn1c(C)cc(C2=NNC(=Nc3ccc(OC)cc3)SC2)c1C | -3% | 0.6 | -2% | -1% | 0% | ? | -1% | /
CCOc1ccc(N(CC(=O)Nc2ccc(C)cc2)S(=O)(=O)c2c(C)[nH]c(=O)[nH]c2=O)cc1 | -6% | 0.3 | 3% | -6% | 1% | -9% | -2% | 2
COc1cc(O)c(C(CC(=O)N2CCCCC2)c2ccc(N(C)C)cc2)c(OC)c1 (stereo not given) | -13% | 1.1 | 16% | -3% | 1% | 0% | 2% | 9
O=C(NNC(=S)NCC1CCCO1)c1ccc(S(=O)(=O)N2CCOCC2)cc1 (stereo not given) | -17% | 0.4 | 1% | -2% | 1% | -2% | -1% | -11
CS(=O)(=O)n1nc(OC(=O)c2cccc3ccccc23)cc1N | -20% | -7.2 | -3% | -6% | -1% | -29% | 65%[activator] | -8
Cc1ccc(CNC(=O)CSc2nnc(CNC(=O)c3ccccc3)o2)cc1 | -3% | -7.0 | 3% | 3% | -2% | -18% | -8% | 4
O=C(NC1CC1)c1cccc(NC(=O)C2CCCCC2)c1 | -10% | 1.5 | -7% | 5% | / | -5% | -2% | 0
CCc1ccc(CN2CCCC(CNC(=O)c3cccc(OC)c3OC)C2)cc1 (stereo not given) | 2% | -0.9 | -4% | -3% | 0% | -4% | 0% | -8
Cc1ccc(S(=O)(=O)NCC(c2ccc3c(c2)OCO3)N2CCN(c3ccccc3)CC2)cc1 (stereo not given) | -6% | 0.3 | 9% | -5% | -1% | -1% | -7% | 6
O=C(COC(=O)/C=C/c1ccc(F)cc1)Nc1nnc(-c2ccccc2)o1 | 2% | -1.4 | 1% | 33%[activator] | 0% | -1% | -3% | -3

Profiles from above. Order of values: EPAC1 antag	CCT chaperon mod	EPAC1 ag	EPAC2 antag	Mm-Cpn inhibitor	PLK1 PBD inh	WRN helicase inh	PI5P4K alpha inh
Profile of `CN1CCCC(CN2c3ccccc3Sc3ccccc32)C1` (stereo not given) → -8%	1.6	-5%	-8%	1%	-7%	-1%	13
Profile of `CCC(=O)c1ccc(OCC(=O)N(CC)CC2COc3ccccc3O2)cc1` (stereo not given) → 6%	0.8	-2%	13%	-2%	0%	-17%	-1
Profile of `O=C(NNC(=S)NCC1CCCO1)c1ccc(S(=O)(=O)N2CCOCC2)cc1` (stereo not given) → -17%	0.4	1%	-2%	1%	-2%	-1%	-11

Later entries.
SMILES | EPAC1 antag | CCT chaperon mod | EPAC1 ag | EPAC2 antag | Mm-Cpn inhibitor | PLK1 PBD inh | WRN helicase inh | PI5P4K alpha inh
CCn1cc(C(=O)N[C@H](C(=O)NCCCN2CCOCC2)C(C)C)c(=O)c2cc3c(cc21)OCO3 | 3% | 0.9 | 2% | 5% | 1% | -14% | 10% | 2
O=C(CNC(=O)C1CCCCC1)OCn1nnc2ccccc2c1=O | 14% | -2.0 | -1% | 1% | 2% | 0% | 3% | 4
NC(=O)CN1C(=O)C2C3c4ccccc4C(c4ccccc43)C2C1=O (stereo not given) | 12% | -7.4 | -4% | -1%[57.1 µM] | 0% | 0% | -3% | 1
Cc1cc(C)n(-c2ccc(C)c(Cl)c2)n1 | -8% | -0.1 | 0% | 3% | -1% | -5% | 9% | -2
COc1ccc(C2CC(=O)c3cnc(NC(=O)c4ccccc4OC)nc3C2)c(OC)c1 (stereo not given) | -11% | 2.2 | 5% | -5% | -1% | 1% | -8% | -2
CCOc1ccc(NC(=O)C2CCN(S(=O)(=O)c3c(C)n[nH]c3C)CC2)cc1 | -1% | -8.8 | 0% | 0% | 2% | 3% | -2% | 3
CC(C)[C@H](NC(=O)c1c(F)cccc1F)C(=O)OCC(=O)NNC(=O)c1ccccc1 | 2% | -0.8 | 2% | 1% | / | -4% | 9% | 1
Cc1ccc(/C=C/C(=O)N(Cc2cccs2)C2CCS(=O)(=O)C2)cc1 (stereo not given) | 2% | -0.3 | 0% | -7% | 1% | 3% | 9% | 0
CCCc1nnc(NC(=O)CCC(=O)N2CCN(S(=O)(=O)c3ccc(C)cc3)CC2)s1 | -29% | -0.3 | -8% | 1% | -1% | -1% | -12% | -2
CCOc1ccc(Br)cc1/C(C)=N\NC1=NCCN1 | 0% | -2.0 | 10% | 5% | -1% | 1% | 1% | 3
COc1ccc(C(=O)CCC(=O)O)c(C)c1 | 8% | 0.3 | -4% | 18% | 0% | 0% | 3% | /
CCN(C(=S)NCc1ccccc1)c1ccccc1 | -1% | 0.1 | -3% | 3% | -4% | -11% | -3% | -2
CN1CCN(c2oc(-c3ccccc3)nc2S(=O)(=O)c2ccccc2)CC1 | -7% | -1.5 | 10% | 7% | -1% | -7% | -21% | -2
CCC(=O)Nc1ccc(/C(C)=N\NS(=O)(=O)c2ccc(C)cc2)cc1 | -3% | 1.5 | -6% | -5% | 0% | -2% | 5% | 0
Cc1ccc(NC(=O)c2cccc3c2-c2ccccc2C3=O)cc1C | -9% | 0.3 | 17% | 3% | 0% | -5% | -4% | /
O=C(NC1(C(F)(F)F)NC(=O)N(Cc2ccco2)C1=O)c1cccnc1 (stereo not given) | 2% | 1.9 | 1% | 7% | -2% | -7% | -19% | 6
CCOC(=O)C1CCN(C(=O)c2cccc(S(=O)(=O)N(C)C3CCCCC3)c2)CC1 | 6% | 1.2 | 0% | 35%[activator] | -2% | 1% | -2% | 5
O=C(CCCc1ccccc1)NC1CC1 | 0% | -2.3 | -5% | 10% | 0% | ? | -2% | -26
Cc1cc(C)c2oc(C(=O)N(Cc3ccccc3)C3CCS(=O)(=O)C3)cc(=O)c2c1 (stereo not given) | -23% | -1.6 | -4% | -17% | -4% | -12% | -31% | 4
O=C1OC(c2ccc(Cl)cc2)/C(=C(/O)c2ccccc2)C1=O (stereo not given) | -2% | -1.7 | -1% | 8% | 1% | -16% | -14% | 4
CCOC(=O)c1sc2nc(C)nc(Nc3ccccc3)c2c1C | -1% | 0.7 | 10% | -3% | -1% | -6% | 8% | 0
Cc1ccccc1NC(=O)Nc1nc(C2CCC(=O)N2)cs1 (stereo not given) | -5% | -0.3 | 1% | 0% | / | -6% | -8% | -9
COc1ccccc1NS(=O)(=O)c1cccc(C(=O)NCC2(N(C)C)CCCCC2)c1 | -6% | -13 | 14% | -3% | -2% | 2% | -4% | -2
Cc1ccnc(NS(=O)(=O)c2ccc3ccccc3c2)n1 | 3% | 0.2 | -5% | 7% | 1% | -4% | -26% | 1
CC1Cc2cc(S(=O)(=O)N3CCC(C(=O)N4CCCCC4)CC3)ccc2N1C(=O)C1CC1 (stereo not given) | 6% | 2.1 | -2% | 2% | 0% | -9% | 5% | 0
CCN(CCCNC(=O)Cn1cc2c(n1)CCCC2)c1cccc(C)c1 | -16% | 0.4 | -4% | -2% | 0% | -5% | -10% | -2
CCN1CCN(Cc2cccc(Oc3ccc(Cl)cc3)c2)CC1 | -6% | -2.6 | 5% | -4% | -5% | -6% | -9% | /
O=C(NCCCN1CCCC1=O)[C@H](CSCc1ccccc1)N1Cc2ccccc2C1=O | -3% | 1.4 | -6% | 11% | -2% | 3% | -1% | 5
CSc1nsc2nc(=O)c(/C=C3\C(C)=Nc4ccc(C)cc43)c(N)n12 | -16% | 1.7 | -54%[inhibitor] | 39%[activator] | -1% | ? | ? | -68*
COc1ccc(CCC(=O)N2c3ccccc3N=C(c3ccc4c(c3)OCO4)C2C(=O)Nc2ccc(OC)cc2)cc1 (stereo not given) | 8% | / | 3% | 3% | / | 9% | -7% | -1
Cc1ccc(NC(=O)CSc2nnc(NC3CC3)s2)cc1S(=O)(=O)N1CCOCC1 | 10% | -1.3 | -1% | 12% | / | 1% | 13% | -8
O=C1CN(C(=O)c2ccc(Cl)c([N+](=O)[O-])c2)c2ccccc2N1 | -11% | 1.2 | 3% | -4% | 1% | -3% | -10% | -3
C=CCn1c(Cn2c(-c3cnccn3)nc3ccccc32)nc2ccccc21 | -13% | -0.5 | -7% | -3% | / | -16% | -2% | -4
O=C(O)c1ccc(Oc2c(C(F)(F)F)oc3cc(O)ccc3c2=O)cc1 | 7% | -0.5 | -5% | 12% | -1% | 3% | -10% | -2
COC(=O)c1ccccc1NC(=O)CN(C)S(=O)(=O)c1ccc(OC)c(C)c1 | -24% | -0.2 | 10% | -11% | 0% | -9% | -5% | /
CCCNc1nc(C)cc(-c2cc(C(=O)NCc3ccccc3)on2)n1 | 5% | -0.4 | 7% | -11% | 1% | -3% | 4% | -5
COc1ccc(/C=N/Nc2nc(-c3ccc(Cl)cc3)cc(C(F)(F)F)n2)c(OC)c1 | 10% | -0.9 | -4% | 17% | -12% | 0% | -10% | 14
CCOC(=O)c1cnn(-c2ccc(C(C)C)cc2)c1NC(=O)C1CCC1 | -2% | -3.4 | -13% | 6% | 0% | -4% | 8% | -2
